# Screening results (PubChem BioAssay)
# D1 potentiator: Potentiators of Human D1 Dopamine Receptor: qHTS. AID 504651, 2011. HEK293 TREx D1 cells, calcium flux, dopamine EC20 potentiation. 360,000 compounds, 0.036% hits. potentiation, % at 10 µM; in the data active means potentiation above about 30%; further: 0% is about no effect
# Target sequence (P21728 whole entry, looked up): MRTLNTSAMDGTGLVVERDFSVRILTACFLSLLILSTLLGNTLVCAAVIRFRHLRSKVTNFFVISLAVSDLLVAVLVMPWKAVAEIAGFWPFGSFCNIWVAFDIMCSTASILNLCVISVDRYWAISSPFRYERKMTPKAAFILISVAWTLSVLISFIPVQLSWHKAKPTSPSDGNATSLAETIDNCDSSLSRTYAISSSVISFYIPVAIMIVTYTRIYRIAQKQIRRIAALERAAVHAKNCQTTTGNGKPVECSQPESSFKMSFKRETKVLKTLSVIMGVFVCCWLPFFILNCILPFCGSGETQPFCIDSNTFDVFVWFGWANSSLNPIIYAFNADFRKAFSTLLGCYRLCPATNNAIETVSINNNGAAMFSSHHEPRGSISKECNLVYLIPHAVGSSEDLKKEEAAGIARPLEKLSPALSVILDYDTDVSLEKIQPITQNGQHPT
# D2 antagonist: HTS Assay for Allosteric Antagonists of the Human D2 Dopamine Receptor: Primary Screen for Antagonists; HEK293 TREx D2 cells, calcium flux, dopamine EC80; AID 485344, 2010; 340,000 compounds, 2% hits; inhibition, % at 10 µM; D(2) dopamine receptor (Homo sapiens), P14416; in the data active means inhibition above about 30%; further: 0% is about no effect
# Target sequence (P14416 whole entry, looked up): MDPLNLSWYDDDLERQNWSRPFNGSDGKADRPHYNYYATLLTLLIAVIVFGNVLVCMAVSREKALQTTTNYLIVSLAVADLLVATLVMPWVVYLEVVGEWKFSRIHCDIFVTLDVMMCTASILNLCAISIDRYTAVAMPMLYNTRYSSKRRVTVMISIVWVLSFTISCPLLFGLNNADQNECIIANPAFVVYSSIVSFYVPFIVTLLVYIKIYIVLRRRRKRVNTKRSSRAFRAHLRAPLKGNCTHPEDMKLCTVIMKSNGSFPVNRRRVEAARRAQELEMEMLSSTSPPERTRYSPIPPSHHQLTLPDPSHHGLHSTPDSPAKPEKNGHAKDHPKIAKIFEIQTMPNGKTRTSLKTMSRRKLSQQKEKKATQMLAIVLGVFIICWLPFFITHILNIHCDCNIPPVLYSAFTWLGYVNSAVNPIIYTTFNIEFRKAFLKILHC
#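 Calcium mobilization kinetics were recorded at 1 s intervals in tetracycline-induced HEK293 T-REx D2 cells, first for 180 s after compound addition and then 180 s after EC80 dopamine.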
# D2 PAM: HTS Assay for Positive Allosteric Modulators of the Human D2 Dopamine Receptor: Primary Screen for Potentiators. AID 485347, 2010. HEK293 T-REx D2, calcium flux, EC20 dopamine potentiation. 340,000 compounds, 0.34% hits. D(2) dopamine receptor (Homo sapiens), P14416. potentiation, % at 10 µM;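 active means potentiation over 3 SD above the plate norm, cut at about 30% in these data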; further: 0% is about no effect
#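 Potentiation of an EC20 dopamine calcium response measured kinetically over 180 s, after a preceding 180 s compound-only read flagging agonists. Cells: inducible Hek293 Trex D2 line, 4000/well, cultured overnight at 30 C before dye loading.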
# TRHR PAM: qHTS for Small Molecule Agonists and Allosteric Enhancers of Human TRH Receptor: Primary Screen for Enhancers; TRHR cells, fluo-8 calcium fluorescence, EC20 TRH enhancement; 360,000 compounds, 0.66% hits; enhancement, % at 2 µM; in the data active means enhancement above about 30%; further: 0% is about no effect
#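 Enhancer read-out: after compound pinning and an initial kinetic agonist-mode read, an EC20 of TRH (10 nM final) was injected and fluo-8 calcium signal (Ex 480/Em 530) followed at 1 s/cycle for 100 cycles in TRHR-expressing cells.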
# TRHR agonist: qHTS for Small Molecule Agonists and Allosteric Enhancers of Human TRH Receptor: Primary Screen for Agonists; Thyrotropin-releasing hormone receptor (Homo sapiens), P34981; TRHR cells, calcium flux fluo-8, FDSS agonist mode; activation, % at 2 µM; 360,000 compounds, 0.18% hits; further: 0% is about no effect
#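 Steps: seed TRHR cells overnight; add fluo-8 no-wash Ca dye, RT 30 min–1.5 h; record 10 s baseline; pin-transfer compounds; monitor fluorescence 1 cycle/s for the agonist window. Calcium increases flag candidate agonists.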
# D1 antag: Antagonist of Human D 1 Dopamine Receptor: qHTS. 360,000 compounds, 3.2% hits. AID 504652, 2011. activity change, negative = inhibition, % at 10 µM. HEK293 TREx D1 cells, calcium flux, dopamine EC80; stronger effect = lower value. D(1A) dopamine receptor (Homo sapiens), P21728; in the data active means activity change below about -30%; further: on the % scale 0 is the no-effect control and ±100 the full control effect
#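 Using tetracycline-induced force-coupled D1 Hek293 cells and a calcium dye, signals were followed for 180 s after compound, then for 180 s after EC80 dopamine, to detect inhibitors.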
# D1 agonist: Allosteric Agonists of the Human D1 Dopamine Receptor: qHTS; D(1A) dopamine receptor (Homo sapiens), P21728; HEK293 T-REx D1 cells, calcium flux, agonist mode; activation, % at 2 µM; 360,000 compounds, 1% hits; further: 0% is about no effect
#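 Tetracycline-induced HEK293 TREx D1 cells, force-coupled to calcium signalling, were dye-loaded with a no-wash calcium kit. Compound was pin-added after a 10 s baseline. Fluorescence was read kinetically at 1 cycle/s for 180 s, with calcium rises flagged as agonism.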
# D2 ag: HTS Assay for Allosteric Agonists of the Human D2 Dopamine Receptor: Primary Screen for Agonists | HEK293 T-REx D2 cells, calcium flux agonist mode | activation, % at 2 µM | 340,000 compounds, 0.53% hits | AID 485358, 2010;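 active means activation over 3 SD above normal in the single-dose calcium agonist read, cut at about 30% in these data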; further: 0% is about no effect
#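 Tetracycline-induced HEK293 T-REx cells with force-coupled D2 receptor, plated overnight at 30 C, loaded with no-wash calcium dye. After a 10 s baseline, compound was pin-added and calcium flux read kinetically for 180 s; calcium rises flagged agonists.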
# RXFP1 antag: qHTS Assay for Antagonists of the Relaxin Receptor RXFP1 | Relaxin receptor 1 (Homo sapiens), Q9HBX9 | activity change, negative = inhibition, % at 57.5 µM | 350,000 compounds, 0.59% hits | HEK293-RXFP1, relaxin-stimulated cAMP HTRF, 30 min; stronger effect = lower value;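 active means activity change of -60% or lower, but not beyond a set lower limit; inconclusive means change between -60% and -40%, or beyond the set limit; inactive means change above -40%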; further: on the % scale 0 is the no-effect control and ±100 the full control effect
# The depositor's hits bear a star; ? = inconclusive; . = no result given; & = joins results of further samples. Unless noted, no stated cut-off is given here; in the data, active means activation above about 30%; inactive means the rest.
SMILES,D1 potentiator,D2 antagonist,D2 PAM,TRHR PAM,TRHR agonist,D1 antag,D1 agonist,D2 ag,RXFP1 antag
CCN(CC)C(=O)c1ccc(-c2nnc(Nc3ccc(O)cc3)c3ccccc23)cc1,43.1*,10.9,6.1,3.5,-0.3,-2.8,0.2,1.1,3.2
Cc1ccc(-c2cc(C(=O)NCc3cnn(C)c3C)c3cc(Br)ccc3n2)cc1,-6.6&-9.6,.,5.0,15.4&2.3,-0.2&0.1,-1.4&-6.3,2.6&1.9,-0.3,7.5
Cc1ccc2cc(CN(Cc3ccccc3)Cc3nnnn3C3CCCC3)c(=O)[nH]c2c1,-1.1,0.7,.,-1.4,1.6,21.5,2.7,1.1,-9.2
O=C(NCc1cccs1)C1CC(c2ccc(Cl)cc2)=NO1 (configuration not stated),-6.3,6.7,-12.9,-1.0,-2.0,-33.4*,8.0,-0.7,-3.4
O=C(CNC(=O)c1ccco1)N/N=C/c1cccs1,-1.1,5.2,-0.8,7.8,0.6,10.7,1.6,0.4,-14.1
COC(=O)c1[nH]c2ccc(Br)cc2c1NC(=O)Oc1ccccc1,-0.1,7.5,1.8,4.3,-0.7,18.6,2.0,-0.5,10.9
Cc1ccc(S(=O)(=O)N(CCCN(C)C)Cc2ccc3c(c2)OCO3)cc1,-3.2,-30.5,-33.4,-6.3,-0.1,-4.5,3.7,-2.1,5.7
COCCn1c(SCc2ccc(F)cc2)nc2c1c(=O)[nH]c(=O)n2C,-5.7,-6.3,17.9,0.2,0.0,-4.9,-0.4,-0.3,-0.7
O=C(NCCCN1CCCC1=O)c1cccc(NS(=O)(=O)c2ccc(Br)cc2)c1,2.4,-2.4,-7.2,33.4*,0.1,-3.1,1.3,-0.3,-18.8
CCC(CC)C(=O)N=C1SC2CS(=O)(=O)CC2N1CCc1ccc(OC)c(OC)c1 (configuration not stated),-2.5,14.4,0.5,-1.0,-0.6,-0.1,0.2,0.4,13.5
CC(CNCC1CCCO1)COc1cccc2ccccc12 (configuration not stated),-1.6,-1.0,-20.0,0.4,0.2,-12.2,8.8,7.4,-13.3
Cn1c(=O)c2c(nc(SCC(=O)N3CCOCC3)n2C)n(C)c1=O,-0.6,-0.8,.,-4.6,0.2,18.5,0.4,1.2,-2.4
CC1CC(C)CN(C(=O)C2CC(=O)N(c3ccc4c(c3)OCCO4)C2)C1 (configuration not stated),-0.2,5.0,12.5,-3.0,0.2,4.3,1.4,0.8,-4.9
CCOC(=O)c1ccccc1NC(=O)CSc1nnc(Cc2cccn2C)n1-c1ccc(C)cc1,1.0,5.4,-8.5,-1.7,-1.6,17.2,1.6,0.7,-0.8
S=C(NCc1ccco1)N1CCN(c2ccccn2)CC1,1.0,21.7,-12.1,0.5,0.1,.,-1.9,10.3,-12.5
Cc1cccc(C)c1NC(=O)Cn1nc(C)n2cccc2c1=O,-1.9,-17.8,-1.9,-0.7,0.6,-3.6,3.0,0.4,-0.2
CS(=O)(=O)N1CCC(C(=O)NCc2ccc(Cl)cc2Cl)CC1,0.4,-7.6,.,6.8,-0.6,-3.6,2.4,-0.2,-26.1
CCc1ccccc1NC(=O)CNC(=O)c1n[nH]c(=O)c2ccccc12,-2.1,-7.7,10.5,-0.8,1.5,4.1,1.1,0.0,0.7
CC(C)N1CCC(N2CCN(Cc3ccc(-c4ccccc4Cl)o3)CC2CCO)CC1 (configuration not stated),-4.8,7.1,-6.7,-0.9,-0.3,-25.2,6.0,-0.2,-12.2
COc1ccc(S(=O)(=O)Oc2cccc(C(=S)N3CCOCC3)c2)cc1,-3.0,3.8,8.2,-9.3,-0.4,-0.6,4.6,0.2,-11.4
Cc1ccc(NC(=O)CSc2nccn2-c2ccccc2)cc1,-1.5,.,-1.3,-0.9,0.2,-15.5,11.4,-1.2,-6.4
Cc1nc(C(C)NC(=O)CCc2nnc(-c3ccsc3)o2)cs1 (configuration not stated),-1.9,5.3,-7.8,14.4,0.1,0.0,0.9,0.2,3.9
Cc1nc2ccccc2nc1OCC(=O)Nc1cc(C(F)(F)F)ccc1N1CCOCC1,7.9,-2.0,0.3,-5.9,0.0,-3.5,4.6,5.4,-1.6
CCN1CCN(C(=O)Cn2ncc3c2-c2ccccc2OC3)CC1,-2.2,-1.0,-7.8,4.9,0.9,-9.1,2.1,-0.6,2.7
CCCCC(C)(O)C/C=C/[C@H]1[C@H](O)CC(=O)[C@@H]1CCCCCCC(=O)OC (some centres not stated),-4.2,-8.6,-6.5,14.6,0.2,-7.0,0.6,1.0,.
# The list continues:
SMILES,D1 potentiator,D2 antagonist,D2 PAM,TRHR PAM,TRHR agonist,D1 antag,D1 agonist,D2 ag,RXFP1 antag
Cc1nn(C)cc1/C=N\NC(=O)c1csc2c1CCCC2,-11.0,-10.7,-4.7,9.0,-2.4,-27.4,0.5,-2.9,-6.9
CCC(=O)Oc1ccc2c(C)cc(=O)oc2c1C(=O)c1ccccc1,6.7,-11.1,-0.4,8.9,0.1,-10.5,0.2,-0.5,-14.1
Cc1cccc(C)c1NC(=O)CC1SC2=NCCN2C1=O (configuration not stated),0.9,-9.4,-1.2,2.0,0.3,-5.0,2.2,0.8,-5.4
CC(C)(CO)N=C1NS(=O)(=O)c2cc([N+](=O)[O-])ccc21,-1.1,15.2,0.2,6.1,0.9,-24.9,1.5,0.1,0.2
CCn1nc(NC(=O)COC)c2cc3cc(C)ccc3nc21,0.6,11.1,2.4,-3.0,-0.4,18.0,1.1,1.1,1.7
O=C(NCCc1ccc(Cl)cc1)c1ccc(Cn2c(=O)c3cccn3c3cccnc32)cc1,-4.3,.,-0.6,-5.4,0.7,0.7,5.0,0.4,1.1
Cc1cn2c(=O)cc(COC(=O)COc3ccc(C)c(C)c3)nc2s1,-2.1,.,11.4,-0.2,-0.6,-38.0*,23.8,0.2,.
Cc1ccccc1C1CC(c2ccccc2OC(F)F)Nc2ncnn21 (configuration not stated),1.9,14.3,-4.5,0.1,0.1,0.4,6.6,3.3,0.1
CCNC(=S)N/N=C/c1cn(Cc2ccccc2F)c2ccccc12,-8.7,3.4,3.0,0.1,-0.5,-12.8,4.3,-1.0,-6.7
CC(=O)c1ccccc1OC(=O)CCN1C(=O)C2C3C=CC(C4CC34)C2C1=O (configuration not stated),-3.4,6.0,1.3,-1.7,0.6,5.3,2.4,0.0,-4.4
O=C(O)c1ccc2c(c1)C1C=CCC1C(c1ccncc1)N2 (configuration not stated),-0.6,-9.7,6.2,1.8,0.1,5.2,0.7,1.5,-12.7
CC(=O)Nc1ccc(S(=O)(=O)NC2=C(N3CCN(Cc4ccccc4)CC3)C(=O)c3ccccc3C2=O)cc1,-1.1,-15.6,-22.7,-6.8,-1.2,-7.6,-1.0,-2.4,-15.5&-4.5
Cc1ccc(CNC(=O)CN2C(=O)COc3ccc(S(=O)(=O)N4CCCCC4)cc32)o1,-3.5,13.1,-9.6,-9.4,-0.4,6.3,0.0,0.2,5.1
CCOC(=O)c1cc2cc(CC(=O)c3ccc(OCC)cc3O)ccc2o1,-4.2,-3.3,5.9,-2.0,2.5,-23.0,16.0,0.5,-9.1
CC(C)(C)c1cc(-c2csc(Nc3ccccc3)[n+]2Cc2ccc(C(=O)O)cc2)cc(C(C)(C)C)c1O,-8.8,3.8,7.8,-1.7,-0.4,-28.7,9.3,0.0,-29.3
CCN1CCN(S(=O)(=O)c2ccc(F)c(C(=O)Nc3c(F)cc(F)cc3Br)c2)CC1,1.4,1.1,8.2,-1.8,-0.6,-6.7,-0.4,-0.4,0.2
O=C(CCCN1C(=O)/C(=C/c2ccco2)SC1=S)Nc1ccccc1C(=O)O,-4.6,25.7,-0.6,1.0,-0.1,-9.9,-1.1,-0.4,-22.3
CCCCC(=O)Nc1ccc(C(=O)NNC(=O)c2ccccc2Br)cc1,-4.8,25.9,-5.1,-10.0,2.5,-8.0,1.3,-0.3,15.7
COc1cc(/C(C)=N/Nc2ccc(C(=O)O)cc2)cc(OC)c1OC,2.9,1.8,5.7,2.3,0.0,-15.6,0.3,0.2,-6.7
CC(C)C[C@H](NC(=O)OC(C)(C)C)C(=O)N1CCC(C(=O)N[C@@H](Cc2c[nH]c3ccccc23)C(=O)O)CC1,1.2,-4.3,-2.8,-2.8,0.8,7.1,1.7,-1.1,3.0
COc1ccc(Cl)cc1NC(=O)NCCn1c(=O)oc2ccc(C)cc21,4.7,.,-26.1,-10.0,-0.7,-7.4,0.2,-0.7,.
O=C(Cc1n[nH]c(=O)c2ccccc12)OCC(=O)c1ccccc1Cl,-3.1,-4.1,1.8,-0.6,0.2,-1.7,4.9,0.1,-3.6
Cc1nc(CSc2nsc(C)c2C#N)cs1,-1.4,-11.9,6.1,3.3,-0.6,2.0,-0.3,-0.4,-1.8
CN(C)c1ccc(NC(=O)CSC2=Nc3ccccc3C3=NC(CC(=O)NCc4ccccc4)C(=O)N23)cc1 (configuration not stated),-1.0,.,6.8,0.5,-0.6,-12.2,7.4,-3.2,-8.1
Cc1ccccc1NC(=O)c1ccc(N/N=C/c2ccccc2O)c([N+](=O)[O-])c1,-2.1,7.9,-6.0,5.1,0.1,-4.0,1.5,0.2,.
CCCCCCCCCCOC(=O)Cn1c(COc2ccccc2OC)[n+](C)c2ccccc21,16.9,-4.2,-8.8,-26.5,-0.6,-22.5,182.6*,1.7,?
C/C(=N\Nc1nc(Nc2ccccc2)nc(N2CCOCC2)n1)c1cccs1,-6.8,-27.7,-3.9,5.9,-1.1,8.7,2.2,-0.1,5.7

# An excerpt of these results, field by field:
CC(C)(C)c1cc(-c2csc(Nc3ccccc3)[n+]2Cc2ccc(C(=O)O)cc2)cc(C(C)(C)C)c1O
  D1 potentiator: -8.8
  D2 antagonist: 3.8
  D2 PAM: 7.8
  TRHR PAM: -1.7
  TRHR agonist: -0.4
  D1 antag: -28.7
  D1 agonist: 9.3
  D2 ag: 0.0
  RXFP1 antag: -29.3

Cc1cccc(C)c1NC(=O)CC1SC2=NCCN2C1=O (configuration not stated)
  D1 potentiator: 0.9
  D2 antagonist: -9.4
  D2 PAM: -1.2
  TRHR PAM: 2.0
  TRHR agonist: 0.3
  D1 antag: -5.0
  D1 agonist: 2.2
  D2 ag: 0.8
  RXFP1 antag: -5.4
